# TRPML3 agonist: human TRPML3 channel agonists, primary screen, cell-based, HEK293 TRPML3-YFP, Fluo-8 calcium fluorescence, 3 µM | Mucolipin-3 (Homo sapiens), Q8TDD5 | 100% = the carbachol control signal | activation, % at 3 µM | 220,000 compounds, 0.29% hits;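 active = activation above its plate's cutoff, the mean activation of the plate's test wells plus 3 SD, cut at about 12% in these data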;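 note: 0% = DMSO only wells and 100% = carbachol wells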
# Target sequence (Q8TDD5 whole entry, looked up): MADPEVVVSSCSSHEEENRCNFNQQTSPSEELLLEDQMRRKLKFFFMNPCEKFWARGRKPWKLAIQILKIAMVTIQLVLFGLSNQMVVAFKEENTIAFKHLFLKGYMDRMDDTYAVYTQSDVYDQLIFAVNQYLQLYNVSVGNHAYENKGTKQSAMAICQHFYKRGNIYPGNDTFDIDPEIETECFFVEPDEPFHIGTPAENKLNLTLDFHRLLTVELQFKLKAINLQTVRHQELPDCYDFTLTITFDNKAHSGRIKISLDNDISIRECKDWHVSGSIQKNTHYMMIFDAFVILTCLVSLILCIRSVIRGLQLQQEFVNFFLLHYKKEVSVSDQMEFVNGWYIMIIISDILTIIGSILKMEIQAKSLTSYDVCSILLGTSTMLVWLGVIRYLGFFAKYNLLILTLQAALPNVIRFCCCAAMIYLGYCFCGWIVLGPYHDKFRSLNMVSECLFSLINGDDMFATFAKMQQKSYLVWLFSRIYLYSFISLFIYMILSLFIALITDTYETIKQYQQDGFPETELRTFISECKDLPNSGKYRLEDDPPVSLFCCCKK
#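 Test system – HEK293 line with stable expression of human TRPML3-YFP channel · Control set – carbachol 87 µM final as high control (100%), DMSO as low control (0%) · Signal – Fluo-8 calcium dye fluorescence, ex 470-495, em 515-575 nm · Incubation – 1-h 37 °C dye load, 5-s basal, 120-s post-compound reads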
# TRPN1 ag: zebrafish TRPN1 channel agonists, primary screen, cell-based, HEK293, calcium fluorescence | transient receptor potential cation channel N1 (TRPN1/NompC), Danio rerio | HEK293 zebrafish TRPN1-YFP, Fluo-8 calcium fluorescence; 100% = response to 87 µM carbachol | activation, % at 3 µM | 220,000 compounds, 0.18% hits;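 active = activation above its plate's cutoff, the mean activation of test wells on that plate plus 3 SD, cut at about 19% in these data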;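 note: 0% = DMSO alone and 100% = 87 µM carbachol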
#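 Material: zebrafish TRPN1-YFP in HEK293 cells; Doses: single test compound dose, 3 µM nominal, 0.3% DMSO; Timing: dye loading 1 h at 37 °C, then 30 min room temperature; Technique: intracellular calcium fluorescence with Fluo-8; Benchmarks: high carbachol 87 µM, low DMSO alone.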
# thrombin 1536: human alpha-thrombin inhibitors, primary screen, counter-screen for coagulation protease inhibitor project, biochemical, 1536-well, fluorogenic AMC substrate | Prothrombin (Homo sapiens), P00734 | Boc-VPR-AMC fluorogenic substrate cleavage | inhibition, % at 5 µM | 220,000 compounds, 0.26% hits;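 active = inhibition at or above 40%; inactive = inhibition below 40%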;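 note: 0% = enzyme with no compound and 100% = wells without enzyme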
#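 System – human alpha-thrombin · Medium – pH 7.5 Tris (50 mM) with NaCl 150 mM, Tween 20 0.05% · Compound – single-point dosing at 5 µM, 0.2% DMSO · Incubation – enzyme reaction carried out at room temperature · Technique – fluorescence of released AMC, ex 355 nm, em 460 nm · Read-out basis – % inhibition of thrombin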
# Cl transport mod: KCC2 cotransporter modulators, thallium flux, primary screen, cell-based, HEK293 KCC2, FluoZin-2 fluorescence, MLSMR; Solute carrier family 12 member 5 (Homo sapiens), Q9H2X9; AID 1456, 2008; 190,000 compounds, 2.2% hits; B-score of Tl+ flux slope (higher = more flux/activation; lower = inhibition) at 10 µM; KCC2 cells, thallium flux FluoZin-2 fluorescence;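 active = thallium flux slope and its plate-corrected score both differing from the plate sample mean at a set confidence after two filtering rounds, in either direction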;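 note: slope of fluorescence scaled to starting intensity during 10 to 20 s after thallium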
# TbHK1 inh: Trypanosoma brucei hexokinase 1 inhibitors, primary screen, biochemical, G6PDH-coupled NADH absorbance, MLSCN library | recombinant TbHK1, G6PDH-coupled NADH A340 | inhibition, % at 10 µM | AID 1430, 2008 | hexokinase 1 [Trypanosoma brucei] | 220,000 compounds, 0.11% hits;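 active = inhibition of 50% or more in the single-dose primary screen; inactive = inhibition below 50%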
# Calpain2 inh: inhibitors of pig calpain II, primary screen, biochemical, fluorogenic peptide substrate, 1536-well; purified calpain II, 30 min; inhibition, % at 16 µM; 220,000 compounds, 0.37% hits;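 active = inhibition above about 50%, limit read from the data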
# EBV gp42 block: Epstein-Barr virus gp42 inhibitors, primary screen, biochemical, uHTS, fluorescence polarization; Glycoprotein 42 (Epstein-Barr virus (strain AG876)), Q1HVG2; Fluorescence polarization binding assay, mP read-out; inhibition, % (tested at 21.74 µM); 220,000 compounds, 0.42% hits; AID 1085, 2008; in the data active = inhibition above about 50%
# Target sequence (Q1HVG2 whole entry, looked up): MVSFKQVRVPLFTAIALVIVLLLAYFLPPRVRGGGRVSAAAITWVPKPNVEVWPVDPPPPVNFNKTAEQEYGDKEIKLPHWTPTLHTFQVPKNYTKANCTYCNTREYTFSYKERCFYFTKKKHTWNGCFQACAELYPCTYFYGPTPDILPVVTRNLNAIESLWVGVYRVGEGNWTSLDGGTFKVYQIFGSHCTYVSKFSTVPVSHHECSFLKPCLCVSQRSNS
# Furin inhibitor: human furin inhibitors, primary screen, biochemical, fluorescence intensity; P09958; purified furin, fluorogenic substrate cleavage; inhibition, % at 30 µM; 220,000 compounds, 0.061% hits; in the data active = inhibition above about 25%; note: inactives centre near -15
# PPC-1+TRAIL kill: compounds killing PPC-1 cancer cells with TRAIL present, primary screen, TRAIL potentiator project, ATPLite luminescence, uHTS. PPC-1 cells + TRAIL, ATPLite viability luminescence. cell killing (% activity), % at 4 µM. 220,000 compounds, 0.41% hits. AID 1443, 2008;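 active = cell killing above 50% in the first pass at 4 µM, then a duplicate retest at 5 µM averaging 50% or more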;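 note: plate controls were cells with TRAIL plus DMSO for no effect and medium-only wells lacking cells for full effect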
# Starred values were filed as active, the others as inactive; i = inactive; x = no result given; [ ] = remark or other dose.
SMILES,TRPML3 agonist,TRPN1 ag,thrombin 1536,Cl transport mod,TbHK1 inh,Calpain2 inh,EBV gp42 block,Furin inhibitor,PPC-1+TRAIL kill
COC(=O)c1c(C(=O)OC)c(-c2ccccc2)n2c1CS(=O)C2 (stereo not drawn),0.3,0.1,-6,0.0026,-1,-41,0,-20[20 µM],3
Cn1cc(C(=O)NCc2ccc(F)cc2)c(=O)c2cc(S(=O)(=O)N3CCCCC3)ccc21,0.2,0.5,3,0.48,-14,-10,10,-10,-14
CSc1nnc(C)c(/C=C/NOCc2cccc(F)c2)n1,0.7,0.7,3,x,-1,-1,-8,-20,4
CCOC(=O)c1cc(=O)n2[nH]c(-c3ccc(C)cc3)cc2n1,0.5,-0.2,-1,0.12,-4,i,-18,-24,22
Cc1cc(Nc2ccccc2F)n2nc(C)nc2n1,1.0,-0.5,2,-0.093,-4,-7,-8,-14,-2
CC12C(=O)N(c3ccccc3C(=O)O)C(=O)C1C1C=CC2C1 (stereo not drawn),0.3,-0.8,3,x,44,10,-8,-3,11
O=C(NC1CCN(C(=O)NCc2ccccc2)CC1)c1ccco1,0.4,1.0,-1,0.28,4,1,-2,-21,7
CSc1ccc(/C=C/C(=O)c2ccc(O)cc2)cc1,-0.5,2.8,34,-0.73,-11,10,16,6,24
O=C(Nc1ccc(Cl)cc1)OCc1cn(-c2ccc(Cl)cc2)nn1,1.4,1.7,-1,-0.47,3,-16,7,-20,-10
O=C(NCc1ccccc1)C1CC(=O)N(C2CCCCCC2)C1 (stereo not drawn),0.5,1.0,-4,0.48,4,-4,6,-12,-1
Cc1cc(C(=O)CSc2nn(-c3ccccc3)c(=S)s2)c(C)n1Cc1ccco1,0.0,-0.2,-12,-0.59,-11,-76,-11,-11,10
Fc1ccc(N2N=C(c3cccs3)CC2c2ccccc2)cc1 (stereo not drawn),0.8,-1.1,-13,0.012,-6,-107,-10,-32,9
Cc1ccc(S(=O)(=O)N2CCCCC2)cc1NC(=O)COC(=O)C1CC2C=CC1C2 (stereo not drawn),0.2,3.9,31,1.1,7,26,1,-6,-2
C#CCNc1nc(CC)nc2c1nnn2Cc1ccccc1F,-0.6,-1.1,-7,x,6,29,0,-31,11
N#C/C(=C\c1ccc(O)c([N+](=O)[O-])c1)c1nc2ccccc2s1,8.9,16,-27,-6.2*,21,1,2,-7,18
COc1cccc(CNC(=O)Cc2c(C(=O)O)[nH]c3ccccc23)c1,1.1,-0.5,5,x,-5,-2,-7,-22[20 µM],27
CCOC(=O)c1cnc(SC)nc1Oc1cccc(NC(=O)c2ccc(C)cc2)c1,0.8,1.9,2,-0.62,-11,15,4,-7,12
CCCCCn1nc(-c2ccccc2)c2nc3ccccc3nc21,-0.1,1.2,-1,x,9,-82,161*,-1[20 µM],-6
NC(=S)NNc1ccnc2cc(Cl)ccc12,0.9,0.8,3,0.18,-2,-27,8,-21,10
O=C1c2ccc([N+](=O)[O-])cc2NC(c2ccco2)N1/N=C/c1ccco1 (stereo not drawn),-0.5,0.9,0,-0.93,-26,2,-11,-6,10
C=CCn1c(=NC(=O)c2ccc(S(=O)(=O)N3CCCc4ccccc43)cc2)sc2cc(S(N)(=O)=O)ccc21,0.6,1.0,3,0.83,-23,-62,-9,-9,19
Cc1ccc(NC(=O)C(=O)NCC2OCCc3ccccc32)cc1 (stereo not drawn),0.8,-0.4,-9,0.21,1,-18,-7,-6,2
Cc1ccc(C(=O)NC2CCS(=O)(=O)C2)cc1S(=O)(=O)N1CCCCCC1 (stereo not drawn),1.1,-0.4,-1,-0.86,0,21,-1,-6,-3
CCOC(CNC(=O)c1nnc(Cc2cc(OC)c(OC)c(OC)c2)o1)OCC,0.1,2.5,0,0.26,10,10,3,-12,18
CS(=O)(=O)N(CCC(=O)O)Cc1ccccc1,0.4,0.2,-1,1.3,5,-4,-9,-7,-11

# Marked active in Cl transport mod (from the list above):
smiles,TRPML3 agonist,Cl transport mod,TbHK1 inh,Calpain2 inh,EBV gp42 block,Furin inhibitor
N#C/C(=C\c1ccc(O)c([N+](=O)[O-])c1)c1nc2ccccc2s1,8.9,-6.2*,21,1,2,-7

# New compounds follow.
SMILES,TRPML3 agonist,TRPN1 ag,thrombin 1536,Cl transport mod,TbHK1 inh,Calpain2 inh,EBV gp42 block,Furin inhibitor,PPC-1+TRAIL kill
O=C1CSC(c2ccccn2)N1Cc1cn2ccccc2n1 (stereo not drawn),0.4,0.5,-1,0.17,3,0,-1,-23,-4
COc1ccccc1NC(=O)c1csc(-n2nc(C)cc2C(F)(F)F)n1,1.4,1.5,7,x,3,-96,-23,-14,1
C=CCSc1nccc(-c2nn(-c3ccc(C)cc3)ccc2=O)n1,-1.5,-2.3,-3,-1,-20,-141,-10,-22[20 µM],7
Cc1ccc(NC(=O)CSc2nc3ccccc3c(=O)n2Cc2cccs2)cc1,0.0,-1.1,-8,1.6,-10,8,-9,-13,6
O=C(CSc1nc2ccsc2c(=O)n1NC(=O)c1ccccc1)Nc1nccs1,0.3,-2.0,-7,-0.6,2,-10,-5,-22[20 µM],0
CC1=C(C(=O)OCC2CCCO2)C(c2ccsc2)C2=C(CCCC2=O)N1 (stereo not drawn),0.3,0.3,-2,1.3,-11,-99,1,-12,0
CSc1nc(N)nc(SCC(=O)c2ccccc2)c1C#N,1.1,2.2,-4,0.082,5,8,-20,-1,27
CCOC(=O)N1CCC(N2Cc3cccc(C(=O)O)c3C2=O)CC1,0.7,0.7,5,-0.13,2,-10,-17,-21,-2
CCOc1ccc(NC(=S)N(Cc2ccc(Cl)cc2)Cc2ccco2)cc1,-0.2,-2.2,1,x,3,-20,-1,-6[20 µM],0
Cc1ccc(N(C)C(=O)n2cnc3ccccc32)cc1,0.3,-0.6,-1,-1.6,6,9,1,-5,34
O=C(CSc1nnc(-c2cccnc2)o1)Oc1ccccc1,0.7,1.9,3,-1.5,1,-11,-14,-16,18
CC1=CCC(C(=O)O)C(C(=O)Nc2nc3ccc(S(C)(=O)=O)cc3s2)C1 (stereo not drawn),0.3,-0.4,0,2.3,-4,-12,-18,-10[20 µM],5
O=C(O)/C=C/c1cn(Cc2ccccc2)nc1-c1ccccc1,0.7,0.8,1,-3.2*,2,1,-9,-14[20 µM],10
CSCCC(NS(=O)(=O)c1ccc(Cl)cc1)C(=O)OCC(=O)NC12CC3CC(CC(C3)C1)C2 (stereo not drawn),0.6,1.3,0,x,-1,9,-12,-14[20 µM],9
O=C(CC(c1ccccc1)c1ccccc1)Nc1ccncc1,0.0,0.5,2,0.19,-6,5,-10,-21,26
CCC(C)[C@H](NC(=O)NC1CC1)C(=O)O (stereo partly drawn),0.7,0.1,-4,-0.25,-2,-19,-14,-16,12
O=C1NC(=O)c2cc(NC(=O)C3CCCCC3)ccc21,0.4,-0.8,-3,x,-4,-275,-5,-19[20 µM],-14
COc1cccc(NC(=O)CC2SC(=Nc3ccccc3)NC2=O)c1 (stereo not drawn),0.5,2.4,-4,x,0,45,-20,-14[20 µM],-17
CCN(CC)C(=O)CSc1nc(N)c(C(=O)Nc2ccc(OC)cc2)s1,0.6,0.8,0,-1.1,-19,10,-9,-15,12
COc1ccc(/C=N/NC(=O)COc2ccc(Cl)cc2Cl)cc1Cn1nc(C)cc1C,0.0,-0.8,7,2.2,-10,29,-7,-16,10
CN(C)c1ccc(NC(=O)COC(=O)c2cc(=O)c3ccccc3o2)cc1,1.4,3.0,0,0.65,-5,1,-12,-34,8
COc1ccc(OC)c(CCNC(=O)CSc2ccsc2[N+](=O)[O-])c1,0.6,-2.1,-6,-0.17,-8,-5,-4,-12,10
CCN1C(=O)c2cccc3c(S(=O)(=O)NCCc4c[nH]c5ccccc45)ccc1c23,0.7,-0.3,-9,-0.14,-15,-35,-9,-6[20 µM],26
Nc1nnc(CC(=O)N2CCCCC2)s1,1.1,1.0,-4,x,-3,-21,-9,-23,8
O=[N+]([O-])c1ccc(Sc2cccc3cccnc23)cc1,-0.6,-1.1,4,-0.29,-24,35,6,-16[20 µM],-8
# The listing continues:
SMILES,TRPML3 agonist,TRPN1 ag,thrombin 1536,Cl transport mod,TbHK1 inh,Calpain2 inh,EBV gp42 block,Furin inhibitor,PPC-1+TRAIL kill
COc1ccc(C(=O)OCC(=O)NC2CC2)cc1S(=O)(=O)N1CCOCC1,1.1,0.0,-13,0.59,0,-34,-1,-29,-4
CN(C)C(=O)c1ccc(N/C=C(\C=O)c2nc3ccccc3o2)cc1,0.6,-0.1,1,-0.12,-34,27,-16,8,7
Cc1cc(C)n(Cc2n[nH]c(=S)n2Cc2ccccc2)n1,-0.5,0.5,6,-0.032,-2,3,-16,23[20 µM],12
COc1cccc(CN2CCNC(=O)C2CC(=O)NCCn2nc(C)cc2C)c1OC (stereo not drawn),0.7,0.1,-1,0.53,-8,-3,-2,-29,-4
CCc1ccc(OCCOCC(O)CN2CCN(Cc3ccc(Cl)cc3)CC2)cc1 (stereo not drawn),5.1,5.2,1,-0.49,-2,-13,-7,-16,26
CCc1cc(-c2n[nH]c(=S)n2-c2ccccc2C)cs1,-0.6,-0.4,5,1.7,-9,-54,-21,-12[20 µM],16
Cc1cc(C)n(-c2ccc(C(=O)OCC(=O)Nc3ccc(Cl)cc3[N+](=O)[O-])cc2)n1,0.4,-1.2,-5,-0.87,-5,-4,-7,-24,12
CCn1cc([N+](=O)[O-])c(C(=O)NCc2ccc(Cl)cc2)n1,0.0,0.1,-9,x,-5,-3,-20,-24,8
CC1=Nc2cc(C(=O)NCC3CCCO3)ccc2Sc2ccc(Br)cc21 (stereo not drawn),0.9,3.0,1,-0.74,-17,-6,-9,-13,-1
O=C(Nc1cccnc1)NC1CCCCC1,0.1,0.6,1,-0.45,0,9,1,-17,11
CN(C)CCNC(=O)C12CC3(C)CC(C)(CC(C)(C3)C1)C2,1.4,-0.2,-2,0.91,1,-21,-19,-10[20 µM],2
CC(=O)N1CCN(Cc2nc3cc(NC(=O)c4ccccc4C)ccc3n2C)CC1,1.0,0.2,1,1.4,-3,-12,1,-12[20 µM],0

# Fetched by compound from above (three):
SMILES,TRPML3 agonist,TRPN1 ag,thrombin 1536,Cl transport mod,TbHK1 inh,Calpain2 inh,EBV gp42 block,Furin inhibitor,PPC-1+TRAIL kill
O=C(Nc1cccnc1)NC1CCCCC1,0.1,0.6,1,-0.45,0,9,1,-17,11
COc1cccc(CN2CCNC(=O)C2CC(=O)NCCn2nc(C)cc2C)c1OC (stereo not drawn),0.7,0.1,-1,0.53,-8,-3,-2,-29,-4
CC(=O)N1CCN(Cc2nc3cc(NC(=O)c4ccccc4C)ccc3n2C)CC1,1.0,0.2,1,1.4,-3,-12,1,-12[20 µM],0
